# Screens (PubChem BioAssay)
# Runt-SMMHC FRET – inhibitors of human RUNX1 Runt domain binding to CBFb-SMMHC; Q01196+Q13951; Cerulean-Runt/Venus-CBFb-SMMHC FRET ratio 530/480, 1 h; inhibition, % at 20 µM; 0.74% of 220,000 active; AID 1434;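 active = mean inhibition across duplicate retests at 20 µM reaching about 50%, limit read from the data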;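 also: 0% = DMSO wells and 100% = wells with excess untagged CBFb-SMMHC; inhibitors lower the FRET ratio by blocking Runt binding to CBFb-SMMHC; some results filed as inactive read as strong as hits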
# Runt-CBFb FRET – Runt domain-CBFb interaction inhibition; AID 1496; 0.46% of 220,000 active; Q01196+Q13951; Cerulean-Runt/Venus-CBFb FRET ratio 530/480, 1 h; inhibition, % at 20 µM;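 active = inhibition over about 50% at 20 µM in the single-dose screen, limit read from the data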;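 also: 0% = DMSO wells and 100% = excess unlabeled CBFb competitor control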
#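 System: Cerulean-labeled Runt domain protein | Quantity: 100 nM of each labeled protein | Schedule: 1 h compound exposure, room temperature | Detection: Fluorescence energy transfer, 422 nm excitation, 530/480 nm emission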
# Hck-Nef inh – inhibitors of human Hck kinase activated by Nef. 0.68% of 220,000 active. AID 463187. Recombinant Hck-YEEI plus Nef, Z-Lyte FRET kinase assay. inhibition, % at 20 µM;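 active = Hck-Nef kinase inhibition above about 50%, limit read from the data; inactive = inhibition below that limit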;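 also: 0% = DMSO with Hck plus Nef and 100% = Hck alone without Nef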
# RBBP9 inh – inhibitors of human serine hydrolase RBBP9. recombinant RBBP9, FP-Rh probe fluorescence polarization. inhibition, % at 7.94 µM. 0.2% of 220,000 active;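 active = inhibition above the campaign mean of all tested compounds plus 3 SD, cut at about 14% in these data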;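 also: plate controls were DMSO wells with RBBP9 for no effect and wells lacking RBBP9 protein for full effect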
# Target sequence (O75884 whole entry, looked up): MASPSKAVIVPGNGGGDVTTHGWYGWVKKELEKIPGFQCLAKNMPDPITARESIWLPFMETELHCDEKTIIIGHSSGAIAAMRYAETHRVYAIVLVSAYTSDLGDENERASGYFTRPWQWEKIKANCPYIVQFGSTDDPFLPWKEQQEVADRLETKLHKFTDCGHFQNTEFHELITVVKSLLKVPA
#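 Test system – recombinant human RBBP9 · Input – RBBP9 2.5 µM in dispensing solution, pre-mixing · Medium – Tris buffer pH 8.0, NaCl, Pluronic · Schedule – preincubation 30 min plus labeling 45 min at 25 °C · Measured by – fluorescence polarization · Measure – % inhibition · Controls – DMSO and no-protein wells · Replicates – one well per compound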
# NPY Y1 blocker – antagonists of human neuropeptide Y receptor Y1; inhibition, % at 3.6 µM; HEK293-CNG Y1 cells, membrane potential fluorescence; NPY at EC95, then isoproterenol; 1% of 200,000 active; P25929;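 active = inhibition above the campaign mean inhibition of all tested compounds plus 3 SD, cut at about 20% in these data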;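 also: 0% = DMSO wells given NPY plus isoproterenol and 100% = isoproterenol alone without NPY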
# Target sequence (P25929 whole entry, looked up): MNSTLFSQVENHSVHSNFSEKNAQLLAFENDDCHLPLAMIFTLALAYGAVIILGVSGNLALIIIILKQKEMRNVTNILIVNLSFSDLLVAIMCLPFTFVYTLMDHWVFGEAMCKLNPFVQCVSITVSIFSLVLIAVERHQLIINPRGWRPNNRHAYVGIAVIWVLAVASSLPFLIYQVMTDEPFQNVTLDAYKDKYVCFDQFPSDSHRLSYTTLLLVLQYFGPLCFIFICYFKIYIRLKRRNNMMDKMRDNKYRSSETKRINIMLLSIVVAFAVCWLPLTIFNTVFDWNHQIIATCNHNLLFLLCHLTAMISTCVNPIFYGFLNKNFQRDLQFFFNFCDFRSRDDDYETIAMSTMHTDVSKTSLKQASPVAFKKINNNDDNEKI
#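 Material: Y1- and CNG-channel-expressing HEK293 cells / Probe or stimulus: NPY 25 nM then isoproterenol 1 µM plus Ro 20-1724 25 µM / Doses: 3.6 µM single dose, DMSO 0.4% / Schedule: compound incubation 1 h at room temperature, readout 45 min post-stimulation / Signal: membrane potential fluorescence / Benchmarks: isoproterenol-only wells as full block versus NPY-plus-isoproterenol wells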
# p97 inhibitor – human p97 ATPase inhibition. AID 1481. P55072. 0.42% of 220,000 active. inhibition, % at 8 µM. recombinant p97 ATPase, Kinase-Glo ATP luminescence, 3 h; in the data active = inhibition above about 15%;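 also: 0% = DMSO vehicle and 100% = wells lacking enzyme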
# MDM2 E3 inh – blocks human Mdm2 ubiquitin ligase activity | Q00987 | cell-based MDM2 ubiquitination luciferase reporter, 2 h; 0 = plate control, 100 = twice control, blank-subtracted | signal enhancement, % at 5 µM | 0.11% of 210,000 active;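 active = signal enhancement of 30% or more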;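 also: luminescence tracks abundance of the self-degrading MDM2-luciferase fusion protein; higher signal means inhibition of MDM2 E3 ligase activity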
# Target sequence (Q00987 whole entry, looked up, the tested form may be a part): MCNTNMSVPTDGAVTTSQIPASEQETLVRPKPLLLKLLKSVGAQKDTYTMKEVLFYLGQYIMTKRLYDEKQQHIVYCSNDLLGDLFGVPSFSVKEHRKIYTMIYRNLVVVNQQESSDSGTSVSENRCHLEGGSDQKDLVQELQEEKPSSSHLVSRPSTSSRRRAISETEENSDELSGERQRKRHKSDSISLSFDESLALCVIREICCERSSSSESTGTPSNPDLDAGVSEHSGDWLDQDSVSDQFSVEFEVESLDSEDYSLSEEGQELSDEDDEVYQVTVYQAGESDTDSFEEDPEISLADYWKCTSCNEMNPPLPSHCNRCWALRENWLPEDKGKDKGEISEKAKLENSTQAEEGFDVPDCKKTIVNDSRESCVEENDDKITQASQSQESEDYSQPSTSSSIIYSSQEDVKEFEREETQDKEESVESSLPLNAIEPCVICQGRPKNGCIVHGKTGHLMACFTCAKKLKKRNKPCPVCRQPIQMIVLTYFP
#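 Test system: mammalian cells stably expressing self-ubiquitinating, self-degrading MDM2 E3–luciferase fusion; Amount: 2000 cells in each well; Medium: DMEM; Schedule: 4 h settle plus 2 h compound, 37 °C; Technique: SteadyLite luciferase luminescence after 15 min room-temperature reagent incubation; Benchmarks: plate control and blank wells.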
# NPY1 pot ag – potentiates or activates human NPY-Y1 receptor; NPY-Y1 expressing cells, potentiator/agonist activation; AID 1304; P25929; activation, % at 3.6 µM; 0.37% of 220,000 active; in the data active = activation above about 33%, passing the limit was not always enough;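 also: cells stimulated with NPY at EC10 then isoproterenol at EC100; 0% = low agonist plus stimulus and 100% = saturating agonist plus stimulus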
# NPY2 pot ag – potentiates or activates human NPY-Y2 receptor. P49146. cells expressing NPY-Y2, potentiator/agonist read-out. activation, % at 3.6 µM. 0.45% of 220,000 active; in the data active = activation above about 27%;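 also: cells stimulated with NPY near EC25 plus isoproterenol at EC100; 0% = vehicle plus submaximal agonist and 100% = vehicle plus saturating agonist; some results beyond the cut were filed as inactive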
# * = called active by the depositor; . = not tested or not shown.
# The first 2 entries, to show the layout:
SMILES,Runt-SMMHC FRET,Runt-CBFb FRET,Hck-Nef inh,RBBP9 inh,NPY Y1 blocker,p97 inhibitor,MDM2 E3 inh,NPY1 pot ag,NPY2 pot ag
Fc1ccc(-n2ncc3c(SCc4cccnc4)ncnc32)cc1,-5,-12,4,-3,0,2,-15,11,7
O=C(Nc1cccnc1)c1ccc([N+](=O)[O-])cc1Cl,0,-1,26,-11,0,7,-19,13,-8

# The listing, from the first entry:
SMILES,Runt-SMMHC FRET,Runt-CBFb FRET,Hck-Nef inh,RBBP9 inh,NPY Y1 blocker,p97 inhibitor,MDM2 E3 inh,NPY1 pot ag,NPY2 pot ag
Fc1ccc(-n2ncc3c(SCc4cccnc4)ncnc32)cc1,-5,-12,4,-3,0,2,-15,11,7
O=C(Nc1cccnc1)c1ccc([N+](=O)[O-])cc1Cl,0,-1,26,-11,0,7,-19,13,-8
Cc1ccc(-n2nnnc2SCC(=O)N2CCc3ccccc3C2)cc1,-2,-1,0,-5,4,2,-13,-13,6
CCOc1ccc2nc(N3CCC(C(=O)N4CCN(C5CCCCC5)CC4)CC3)sc2c1,-4,0,12,-7,0,-9,-24,15,2
Fc1ccccc1CSc1nnc(Cn2cnc3ccccc32)n1-c1ccccc1,-3,-1,12,-6,7,0,-20,11,0
O=C(NC(=S)Nc1cccc2cnccc12)c1ccccc1,18,33,-8,-1,0,-1,-6,-1,7
CN(C(=O)COC(=O)CNS(=O)(=O)/C=C/c1ccccc1)C1CCS(=O)(=O)C1 (stereo unspecified),2,-2,0,-3,12,8,-19,-8,3
CCC1(C)Cc2c(sc3nc4n(c(=O)c23)CCS4)CO1 (stereo unspecified),-2,0,-10,6,-2,4,10,-6,12
CCn1ncc(C2=NOC(C(=O)NCc3ccccc3)C2)c1C (stereo unspecified),1,0,-2,-5,17,-4,-11,-12,-7
N#C/C(=C(/O)c1ccc(Cl)c([N+](=O)[O-])c1)c1nc2ccccc2[nH]1,-4,1,19,-4,.,10,-3,11,17
CCCCc1cc(=O)oc2cc(C)cc(O)c12,-44,.,-1,-6,-4,-1,-1,-19,-7
CN(C)c1oc(-c2ccccc2[N+](=O)[O-])nc1C#N,30,24,-172,-2,.,2,-6,10,-4
CC(C)c1cccc(C(C)C)c1NC(=O)CCl,-3,0,-36,-3,-1,-6,-4,-12,-6
O=C(Cc1ccccc1)Nc1ccc(NC(=O)c2cccs2)cc1,4,0,7,-3,-1,-3,-5,2,-8
CCOc1cc(CNCCO)cc(Br)c1OCc1ccc(Cl)cc1Cl,2,0,0,-10,-1,-2,-7,-13,10
O=C(CCCOc1ccc(Cl)cc1Cl)NCc1ccccn1,-6,1,26,-5,9,0,-36,8,9
COc1cccc(C(=O)NN2CC(O)=C(c3nc4ccccc4n3C)C2=N)c1,-2,-2,-13,-5,0,-2,-21,11,-9
CCOc1ccccc1N1CCN(C(=O)CC(C)C)CC1,3,-2,0,0,10,-1,-14,-7,4
CCC(C)N1C(=O)CCC1C(=O)O (stereo unspecified),0,2,1,5,0,4,4,-9,-2
COC(=O)C1CCN(c2nc3ccccc3nc2C(C#N)C(=O)OCC(C)C)CC1 (stereo unspecified),-27,-21,-1,-8,3,-8,-12,-12,-26

# Ordered by length of the SMILES (smallest number first): 14 of the compounds above.
SMILES,Runt-SMMHC FRET,Runt-CBFb FRET,Hck-Nef inh,RBBP9 inh,NPY Y1 blocker,p97 inhibitor,MDM2 E3 inh,NPY1 pot ag,NPY2 pot ag
CCC(C)N1C(=O)CCC1C(=O)O (stereo unspecified),0,2,1,5,0,4,4,-9,-2
CCCCc1cc(=O)oc2cc(C)cc(O)c12,-44,.,-1,-6,-4,-1,-1,-19,-7
CC(C)c1cccc(C(C)C)c1NC(=O)CCl,-3,0,-36,-3,-1,-6,-4,-12,-6
CCOc1ccccc1N1CCN(C(=O)CC(C)C)CC1,3,-2,0,0,10,-1,-14,-7,4
O=C(CCCOc1ccc(Cl)cc1Cl)NCc1ccccn1,-6,1,26,-5,9,0,-36,8,9
O=C(NC(=S)Nc1cccc2cnccc12)c1ccccc1,18,33,-8,-1,0,-1,-6,-1,7
CCC1(C)Cc2c(sc3nc4n(c(=O)c23)CCS4)CO1 (stereo unspecified),-2,0,-10,6,-2,4,10,-6,12
CCOc1cc(CNCCO)cc(Br)c1OCc1ccc(Cl)cc1Cl,2,0,0,-10,-1,-2,-7,-13,10
Cc1ccc(-n2nnnc2SCC(=O)N2CCc3ccccc3C2)cc1,-2,-1,0,-5,4,2,-13,-13,6
Fc1ccccc1CSc1nnc(Cn2cnc3ccccc32)n1-c1ccccc1,-3,-1,12,-6,7,0,-20,11,0
COc1cccc(C(=O)NN2CC(O)=C(c3nc4ccccc4n3C)C2=N)c1,-2,-2,-13,-5,0,-2,-21,11,-9
COC(=O)C1CCN(c2nc3ccccc3nc2C(C#N)C(=O)OCC(C)C)CC1 (stereo unspecified),-27,-21,-1,-8,3,-8,-12,-12,-26
CCOc1ccc2nc(N3CCC(C(=O)N4CCN(C5CCCCC5)CC4)CC3)sc2c1,-4,0,12,-7,0,-9,-24,15,2
CN(C(=O)COC(=O)CNS(=O)(=O)/C=C/c1ccccc1)C1CCS(=O)(=O)C1 (stereo unspecified),2,-2,0,-3,12,8,-19,-8,3

# (listing goes on)
SMILES,Runt-SMMHC FRET,Runt-CBFb FRET,Hck-Nef inh,RBBP9 inh,NPY Y1 blocker,p97 inhibitor,MDM2 E3 inh,NPY1 pot ag,NPY2 pot ag
Cc1nc2ccccc2nc(C)c1=NOCC(=O)N(c1ccccc1)C(C)C,-1,-2,4,8,-3,-1,-4,7,6
COC(=O)c1ccccc1S(=O)(=O)Nc1ccc2cn[nH]c2c1,3,0,0,-1,2,2,-5,15,23
Cc1ccccc1NC(=O)c1ccc(Cl)c(NC(=O)c2ccncc2)c1,3,-2,-7,-4,-3,7,-1,-24,4
CN1CCN(C(=O)c2ccc(COc3ccc(Cl)cc3Cl)cc2)CC1,-5,-2,-6,-9,3,-6,-2,-7,0
O=C(COC(=O)C(O)c1ccccc1)c1ccc2c(c1)OCCO2 (stereo unspecified),2,-1,0,2,4,0,-4,-15,-15
O=C(Nc1ccc2c(c1)S(=O)(=O)N=C1CCCCCN12)c1ccccc1Cl,0,1,12,-1,1,-1,-8,-9,-20
O=C(CCCCn1c(=O)[nH]c2ccccc2c1=O)N1CCN(c2cccc(C(F)(F)F)c2)CC1,-6,-4,0,2,21*,7,-10,-56,4
Cc1[nH]n(-c2ccccc2)c(=O)c1C=NC1CCCCC1,1,1,22,-6,-4,6,-29,1,-3
Brc1ccccc1OCCCCCN1CCOCC1,1,-1,22,6,12,-4,-7,-37,-19
CC(=O)c1ccc(N2Cc3ccccc3/C2=N\C(=O)Nc2ccccc2)cc1,-5,-3,0,-2,9,-1,-5,-11,-6
COc1cc(CN2C(=S)NC(C)(C)CC2(C)O)cc(OC)c1 (stereo unspecified),4,-1,2,-8,-1,3,1,12,-12
COc1ccc(NCC(=O)N/N=C/c2c(C)nn(Cc3ccccc3)c2Cl)cc1,-2,-2,2,-6,4,6,0,-9,14
CSc1nc2nc3c(cc2c(=O)n1-c1ccc(C)cc1)COC(C)(C)C3,2,1,5,-3,.,1,-9,-16,3
CCc1ccc(NC(=O)c2cnn3ccccc23)cc1,3,0,1,-10,-4,-12,-75,6,4
CC1(C)Cc2c(sc(NC(=O)c3ccc(Br)o3)c2C#N)CO1,6,6,1,-1,4,0,-31,-31,-5
CCOc1ccc(NC(=O)N(CCC(C)C)C2CCN(C(C)=O)CC2)cc1,1,-1,-2,11,1,0,-23,8,8
COc1ccc2c(c1OC)C(=O)N1N=C(c3ccc(Cl)cc3)CC21 (stereo unspecified),-2,0,2,-5,2,2,-15,5,17
CCOC(=O)C1CCN(S(=O)(=O)c2ccc(OCC(=O)OC)cc2)CC1,-1,-2,-12,-8,3,-8,1,6,12
Cc1ccc(OCC(=O)N2CCN(C(=O)CCC3CCCC3)CC2)cc1,2,-3,1,-33,7,-9,-18,-37,2
CCCS(=O)(=O)N1CCN(C2Cc3ccccc3C2)CC1,-7,6,8,9,.,-2,.,35,-16
COc1ccc(OC)c(N(CC(=O)NCc2ccncc2)S(C)(=O)=O)c1,-2,0,1,-8,3,1,-11,8,-5
Cc1ccc(C)n1-c1ccc(N2CCOCC2)c([N+](=O)[O-])c1,-6,1,15,16*,.,3,-17,9,-23
CCc1sc(N(C(=O)Cc2ccccc2)c2ccccc2)nc1-c1ccccc1,4,0,1,2,15,1,-29,-12,3
Cc1cccc2cc(/C=N/NC(=O)c3ccccc3O)c(Cl)nc12,0,-1,19,-3,5,2,-18,-14,5
Cn1c(=O)[nH]c(=O)c2c1nc(N1CCOCC1)n2CCSc1nnnn1-c1ccccc1,0,1,19,-6,.,-2,-15,-4,-11
O=c1[nH]c(C(F)(F)F)nc2ccccc12,0,0,0,-4,9,3,-16,-12,10
CCn1cc(/C=C/C(=O)Nc2ccc(C)cc2Br)cn1,3,0,2,-9,-2,-5,-8,16,4
CCC(=O)Nc1cc(C(C)(C)C)ccc1C(C)=O,-2,-4,-1,-4,-3,-5,-11,-30,-1
O=C(Nc1ccc2c(c1)CCC2)c1cc(=O)[nH]c2ccccc12,1,1,15,-9,.,3,-8,-2,2
O=S(=O)(c1cnc(Cl)c(Br)c1)N1CCN(c2ncccn2)CC1,3,0,11,-15,.,6,-13,-2,4
COc1ccc(N(CC(=O)NC2CCCC2)C(=O)CS(=O)CC(=O)Nc2ccc3c(c2)OCO3)cc1 (stereo unspecified),.,.,21,-2,1,2,12,10,-19
O=c1c2ccccc2c(/C=N/n2cnnc2)c(O)n1-c1ccccc1,4,2,1,-11,-6,1,8,-8,11
CSc1ccc(S(=O)(=O)Nc2ccc(OCC(=O)N3CCOCC3)cc2)cc1,2,11,1,-1,-3,0,-8,-4,-10
CC1(C)CC(=O)C/C(=N\NC(=O)C2CC23CCC3)C1 (stereo unspecified),1,2,1,4,2,1,-15,7,-3
COC(=O)C1=C(C)Nc2c(c(=O)n(C)c(=O)n2C)C1c1cccc(O)c1 (stereo unspecified),-1,0,-24,-6,.,9,-1,13,-5
COc1ccnc(Oc2ccc(F)cc2)c1-c1ncn[nH]1,-7,3,18,-9,2,1,-30,7,10

# Rows are unselected (roughly 3.5% active in at least one column).
